High-throughput results from PubChem BioAssay.
CIT2-GFP yeast: modulators of CIT2-GFP expression in yeast, primary screen, S. cerevisiae, GFP fusion, multiplex flow cytometry, MLPCN library | S. cerevisiae CIT2-GFP strain, 3 h; 100 means same as DMSO wells | GFP response vs DMSO, % at 10 µM | hit rate 0.065% among 320,000 | AID 2029, 2009;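 active means GFP response relative to DMSO above a set limit, near the screen mean plus 3 SD, cut at about 150% in these data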;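 further: ratio of well median GFP fluorescence to mean of DMSO wells on the plate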
RPL19A-GFP yeast: RPL19A-GFP expression modulators in yeast, primary screen, cell-based, S. cerevisiae, multiplex flow cytometry, MLPCN; S. cerevisiae RPL19A-GFP strain, 3 h; stronger effect = lower value; percent response vs DMSO, % at 10 µM; hit rate 0.3% among 330,000;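 active means percent response vs DMSO below 50%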;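 further: median channel GFP fluorescence of the barcoded RPL19A-GFP strain; ratio of sample median GFP to plate DMSO average so 100% = DMSO; lower means less RPL19A-GFP as with rapamycin TOR inhibition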
GRK2 inh: compounds blocking aptamer binding on GRK2 – biochemical, human GRK2, bead flow cytometry, HTS, primary screen | hit rate 0.59% among 330,000 | inhibition of aptamer binding, % at 10 µM | AID 488847, 2010 | FAM-aptamer displacement from GRK2;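 active means inhibition of aptamer binding above 40%, roughly 3 SD of noise, on plates passing a quality check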;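 further: median bead fluorescence of bound FAM aptamer so fluorescent compounds give negative values; no value below 0 was filed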
LAP4 TOR yeast: modulators of LAP4-GFP expression in yeast, primary screen, S. cerevisiae, multiplex flow cytometry, MLPCN library. 3 h; median GFP as percent of DMSO wells. GFP response vs DMSO, % at 10 µM. hit rate 0.34% among 320,000. AID 2023, 2009;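 active means GFP response vs DMSO above a set limit, about the screen mean plus 3 SD, cut at about 150% in these data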
VLA-4 inh: inhibition in human VLA-4 binding assay, primary screen, VLA-4 allosteric modulator project, MLPCN library, flow cytometry, VLA-4 expressing cells | inhibition, % (about 7 µM as worked out from the volumes in the protocol) | hit rate 0.2% among 330,000 | ligand binding flow cytometry | Integrin alpha-4 (Homo sapiens), P13612; in the data active means inhibition above about 50%
Target sequence (P13612 whole entry, looked up): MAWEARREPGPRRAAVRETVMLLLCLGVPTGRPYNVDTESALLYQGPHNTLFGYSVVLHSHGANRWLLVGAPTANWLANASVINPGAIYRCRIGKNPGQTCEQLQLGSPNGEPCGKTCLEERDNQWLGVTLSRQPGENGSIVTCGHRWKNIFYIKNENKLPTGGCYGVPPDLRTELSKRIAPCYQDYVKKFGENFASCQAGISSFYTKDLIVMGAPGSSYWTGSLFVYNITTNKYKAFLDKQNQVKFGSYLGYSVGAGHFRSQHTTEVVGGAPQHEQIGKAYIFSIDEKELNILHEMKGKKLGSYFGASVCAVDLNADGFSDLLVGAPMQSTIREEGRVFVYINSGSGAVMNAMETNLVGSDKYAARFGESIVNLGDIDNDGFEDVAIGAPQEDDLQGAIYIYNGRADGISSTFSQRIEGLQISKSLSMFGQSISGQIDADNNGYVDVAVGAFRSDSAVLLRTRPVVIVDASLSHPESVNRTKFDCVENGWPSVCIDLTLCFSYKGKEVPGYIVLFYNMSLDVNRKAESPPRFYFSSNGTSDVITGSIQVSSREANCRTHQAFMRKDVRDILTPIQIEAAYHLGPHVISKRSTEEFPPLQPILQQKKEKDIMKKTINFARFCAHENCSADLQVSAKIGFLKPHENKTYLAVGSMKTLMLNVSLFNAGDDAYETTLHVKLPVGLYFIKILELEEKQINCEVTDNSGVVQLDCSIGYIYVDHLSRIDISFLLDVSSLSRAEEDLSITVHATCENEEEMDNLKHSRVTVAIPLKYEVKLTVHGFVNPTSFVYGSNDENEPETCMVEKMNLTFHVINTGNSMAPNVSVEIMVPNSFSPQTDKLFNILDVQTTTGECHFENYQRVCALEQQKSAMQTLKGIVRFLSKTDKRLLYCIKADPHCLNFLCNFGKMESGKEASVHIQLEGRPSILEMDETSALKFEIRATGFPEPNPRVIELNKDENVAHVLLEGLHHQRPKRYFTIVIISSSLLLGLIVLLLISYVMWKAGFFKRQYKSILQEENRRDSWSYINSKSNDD
MEP2 TOR yeast: modulators of MEP2-GFP levels in yeast, primary screen, S. cerevisiae, multiplex flow cytometry, MLPCN library; S. cerevisiae MEP2-GFP strain, 3 h; 100% = DMSO control level; GFP response vs DMSO, % at 10 µM; hit rate 0.51% among 330,000; AID 2016, 2009;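 active means GFP response versus DMSO above a set limit, roughly screen mean plus 3 SD, cut at about 180% in these data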;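 further: median GFP fluorescence of the barcode-gated MEP2-GFP cells per well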
AGP1 TOR yeast: modulators of AGP1-GFP expression in yeast TOR pathway, primary screen, cell-based, multiplex flow cytometry, S. cerevisiae, MLPCN library | 3 h; GFP as percent of DMSO wells | AID 2066, 2009 | GFP response vs DMSO, % at 10 µM | hit rate 0.02% among 320,000;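 active means GFP response relative to DMSO above a set limit, near screen average plus 3 SD, cut at about 150% in these data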;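 further: median GFP channel fluorescence of the gated AGP1 strain per well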
Yeast superoxide: reduction of superoxide in aged yeast, primary screen, HTS; hit rate 0.18% among 330,000; superoxide response (% of plate mean), % at 10 µM; AID 2690, 2010; S. cerevisiae aged cells, superoxide DHE fluorescence; stronger effect = lower value;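 active means superoxide response under a set limit, about three screen SD below normal, cut at about 65% in these data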;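 further: yeast aged for seven days with compound at 30 °C before DHE staining; 100% = average MFI of all compound-treated wells on the plate with controls excluded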
An asterisk follows results filed as active; / = not tested or not shown; [ ] = another dose, or the depositor's remark.

Below each compound – CIT2-GFP yeast	RPL19A-GFP yeast	GRK2 inh	LAP4 TOR yeast	VLA-4 inh	MEP2 TOR yeast	AGP1 TOR yeast	Yeast superoxide
C/C(CC(=O)NCC(C)C)=N\NC(=O)COc1cc(C)c(Br)cc1Br
  94	100	1	89	17	103	98	112
N#CCCCCn1c(-c2cncs2)nc2ccccc21
  110	102	1	102	-13	111	103	105
COc1cc(CC(CC(=O)O)CC(C)OCc2ccccc2)cc(OC)c1 (stereo not drawn)
  92	97	8	85	-9	105	89	111
O=C(O)CCCC(=O)Nc1c(F)c(F)c(F)c(F)c1F
  102	98	0	100	10	98	100	106
S=C1NCCNC(=S)NCCOCCN1
  105	96	0	113	7	99	100	90
Cc1ccc(S(=O)(=O)N2CCOCC2)cc1NC(=O)CNCC1CCCCC1
  100	99	0	110	-5	106	105	99
Cc1ccc(S(=O)(=O)NCc2ccc(C(=O)N(C)CCC#N)cc2)cc1
  104	105	1	111	3	105	106	97
O=C(c1ccc(Br)cc1)N(C1=NCCCCS1)c1ccccc1
  103	103	0	106	1	107	/	99
Cc1ccc(C(=O)CSc2nnc(-c3ccco3)n2C)cc1
  88	89	0	98	12	93	92	86
COC(=O)C(Cc1ccccc1)NC(=O)CCc1c[nH]c2ccccc12 (stereo not drawn)
  101	103	1	100	3	107	100	116
O=C(NNC(=O)c1cc(S(=O)(=O)N2CCCCC2)ccc1Cl)c1ccccc1O
  80	93	1	92	-5	101	91	95
COc1cccc(NC(=O)CCC(=O)Nc2ccc3nc(N4CCOCC4)cc(C)c3c2)c1
  103	105	1	90	-1	105	102	97
C/C(=C(\C#N)C(=O)NCc1ccccc1)N(C)C
  102	94	2	91	4	92	92	119
COc1ccccc1-c1nc(C#N)c(N2CC(C)CC(C)C2)o1 (stereo not drawn)
  93	89	3	85	-9	77	92	85
COc1ccccc1-c1cc(C(=O)N2CCN(c3ccc(F)cc3)CC2)no1
  98	97	0	96	1	100	96	106
Cc1cc(=O)oc2cc(OCC(=O)Nc3cccc(S(=O)(=O)N(C)C)c3)ccc12
  103	100	56*	99	16	103	103	123
O=C(NCc1ccco1)C(Cc1ccccc1)N1C(=O)c2ccccc2C1=O (stereo not drawn)
  94	101	1	94	11	105	104	115
CC(=O)c1ccc(N=C2SCCCN2C(=O)C2CCCC2)cc1
  92	106	0	121	10	98	99	96
COc1ccc(C(=O)Nc2ccc(S(=O)(=O)NC(C)=O)cc2)cc1
  107	102	1	110	-7	107	102	112
O=C(COC(=O)c1cc(-c2cccs2)nc2ccccc12)NCc1ccco1
  74	93	0	93	3	92	86	118
COc1ccc2[nH]cc(CCNC(=O)COc3cc(C)cc4oc(=O)cc(C)c34)c2c1
  101	95	0	111	-6	109	104	102
S=c1[nH]nc(-c2ccccc2)n1Cc1ccccc1
  96	102	1	101	1	100	100	96
O=C(NCc1ccco1)c1cc2ccccc2o1
  88	96	1	100	-3	93	88	86
O=S(=O)(NCCc1csc(-c2cccnc2)n1)c1cccs1
  107	100	0	100	-2	98	100	94
Cc1ccc(-c2noc(-c3ccoc3C)n2)cc1
  102	106	0	99	6	97	102	97
CCN1C(N(C)CCc2c[nH]c3ccccc23)=N[C@@H](c2cccc(C(F)(F)F)c2)C(C(=O)OC)=C1C
  82	102	0	84	4	93	87	92
Cc1ccc(N(CC(=O)N2CCc3ccccc32)C2=NC(=O)CS2)cc1
  96	102	0	101	40	101	101	89
COc1ccc(C)cc1S(=O)(=O)Nc1ccccc1C
  91	91	2	87	4	83	90	101
CCOCCCNC(=O)Cn1cc2c(n1)CCCCC2
  107	102	1	106	3	101	118	81
O=C(COC(=O)c1ccccc1C(=O)c1ccc(Cl)cc1)NCc1ccccc1
  97	100	3	96	0	104	100	113
CCC(=O)N1CCN(c2ccccc2NC(=O)COc2cccc(C)c2C)CC1
  91	98	1	84	25	90	94	98
CC1(C)CC(=O)C2=C(C1)Nc1cc3c(cc1C2c1ccc(F)cc1)OCO3 (stereo not drawn)
  101	101	3	102	-3	105	101	100
COc1cc(S(=O)(=O)N2CCN=C2c2ccccc2)ccc1Cl
  98[may fluoresce green]	101[may fluoresce green]	0	100[may fluoresce green]	-2	103[may fluoresce green]	102[may fluoresce green]	92
CC1CN(C(=O)COC(=O)[C@@H](NC(=O)c2ccccc2Cl)C(C)C)CC(C)O1 (stereo partly drawn)
  89	92	0	86	6	90	92	107
CCOc1ccccc1C(=O)NCC(=O)NCCCc1ccccc1
  120	98	0	106	10	105	114	95
Cc1cccc(Nc2c([N+](=O)[O-])c(=O)n(C)c3ccccc23)c1
  83	91	6	89	-11	89	96	91
O=C(c1ccccc1Cl)N1CCN(c2ccccn2)CC1
  101	97	0	94	-4	101	97	106
CC(=O)N1CCc2c(sc(NC(=O)C3CCCN3S(=O)(=O)c3cccs3)c2C(N)=O)C1 (stereo not drawn)
  97	92	3	115	3	94	111	83
Cc1ccc(-c2nc(SCC(=O)NCCN3C(=O)CSC3=O)[nH]c2-c2ccc(C)cc2)cc1
  102	101	2	101	8	116	98	108
CCCCNS(=O)(=O)c1ccc(S(=O)(=O)N2CCC3(CC2)OCCO3)cc1
  95	94	1	91	14	98	99	93
CCN(C(=O)COC(=O)c1[nH]c(=O)[nH]c(=O)c1N)c1ccccc1
  100	103	2	104	1	100	110	108
CCOC(=O)COn1c(=O)c(-c2ccc(Br)cc2)[n+]([O-])c2ccccc21
  93	101	1	95	4	107	96	100
Cc1cc(CNC(=O)CC2C(=O)NCCN2Cc2ccccc2C(F)(F)F)on1 (stereo not drawn)
  93	96	0	113	4	100	93	93
COc1ccc(/C=C/C(=O)NC2=NCCS2)cc1OC
  101	102	3	97	11	112	103	86
CC(C)(CO)Nc1ncnc2onc(-c3ccc(F)cc3)c12
  100	103	0	93	-1	112	96	99
CCOC(=O)c1oc2nc(CC(C)C)c3c(c2c1N)CCC3
  97	103	1	109	17	103	98	103
Cc1nnc(Cn2cnc3c2c(=O)n(C)c(=O)n3C)o1
  89	93	1	100	6	123	92	99
O=C(Cc1ccccc1[N+](=O)[O-])NCc1ccc2c(c1)OCO2
  100	101	3	91	-2	105	97	116
COc1cc(OC)nc(Oc2ccccc2C(=O)Oc2ccccc2Cl)n1
  101	102	0	103	2	99	105	88
COc1ccc(CCNC(=O)c2ccc3nc(N4CCOCC4)sc3c2)cc1OC
  100	100	3	108	25	100	103	111
CCN(CCCNC(=O)C1CCN(S(=O)(=O)CC)CC1)c1ccccc1
  67	106	3	88	5	92	74	94
CCOc1ncccc1C(=O)OCC(=O)c1ccccc1
  99	101	0	112	-3	102	107	101
Cc1ccccc1C(=O)Nc1nnc(CC(=O)N/N=C/c2ccncc2)s1
  96	97	0	112	2	97	104	97
COc1ccc(Cl)cc1S(=O)(=O)N1CCN=C1c1ccccc1
  97	98	4	97	-1	106	96	83
O=C(COc1ccccc1Cl)Nc1ccc(Cl)cn1
  94	98	0	91	12	100	95	102
COC(=O)CSc1snnc1-c1ccc(Cl)c(Cl)c1
  83	100	1	106	5	97	97	85
O=C(CN1C(=O)NC2(CCCC2)C1=O)N1CCN(S(=O)(=O)c2ccccc2[N+](=O)[O-])CC1
  90	96	2	113	6	97	104	109
O=C(C[C@@H]1C/C=C\CC[C@H](Cc2ccc(F)cc2)C(=O)OC[C@@H](Cc2ccccc2)NC1=O)NCCO
  94	94	0	93	30	92	98	99
CCCOc1ccc(/C=C/C(=O)OCC(=O)N(C)c2c(N)n(Cc3ccccc3)c(=O)[nH]c2=O)cc1OCC
  105	102	0	108	0	101	113	88
CCOC(=O)c1c(NC(=S)Nc2ccccc2)sc2c1CC(C)(C)SC2
  98	106	0	110	-12	109	103	111

(cont.)
Below each compound – CIT2-GFP yeast	RPL19A-GFP yeast	GRK2 inh	LAP4 TOR yeast	VLA-4 inh	MEP2 TOR yeast	AGP1 TOR yeast	Yeast superoxide
CC(C)c1ccc(S(=O)(=O)N2CCN(C(=O)c3cccc(F)c3)CC2)cc1
  95	96	0	99	7	105	101	98
O=C(c1ccccc1F)N(Cc1ccccc1)C1CCS(=O)(=O)C1 (stereo not drawn)
  95	95	0	71	7	84	/	112
Cc1ccc(COc2ccc(-c3nnco3)cc2)cc1
  91	100	2	109	8	104	90	99
CCOC(=O)C1CCN(C(=O)C(=O)c2cn(CC(=O)N3CCCCCC3)c3ccccc23)CC1
  99[may fluoresce green]	102[may fluoresce green]	42*	98[may fluoresce green]	-14	100[may fluoresce green]	102[may fluoresce green]	101
COc1ccc(/C=C/C(=O)OCC(=O)Nc2c(C)cccc2C)cc1
  95	105	1	112	-18	102	106	101
Cc1ccc(NC(=O)CCNS(=O)(=O)c2cccc3nsnc23)cc1F
  87	81	3	88	-2	83	77	98
C#CCOCCOCCOCCNc1nc(N2CCN(C(=O)[C@H](CCCCN)n3cc([C@@H](N)CO)nn3)CC2)nc(N2CCN(C(=O)[C@H](Cc3ccc(O)cc3)n3cc([C@@H](N)CC(C)C)nn3)CC2)n1
  97	95	0	90	45	99	97	99
NNS(=O)(=O)c1ccc(Sc2ccccn2)c([N+](=O)[O-])c1
  94	100	0	103	6	100	102	121
CCNC(=O)NC(=O)CSc1ccc(S(=O)(=O)N2CCOCC2)cn1
  89	98	0	95	-6	98	89	100
O=C(NCCCN1CCOCC1)c1c(-c2ccccc2)sc2ccccc12
  98	103	0	111	-12	106	109	83
CCOC(=O)c1nc2sc3c(c2c(=O)n1C(C)C(=O)OCC)CCCC3 (stereo not drawn)
  91	102	0	105	3	105	105	114
C=C(C)Cn1c(-c2ccc(OC)cc2)nc2ccccc21
  100	102	0	99	2	101	102	96
Cn1c(SCc2nc3ccccc3s2)nnc1-c1ccc2c(c1)OCO2
  94	98	4	113	3	100	92	93
COc1ccccc1CNC(=O)CCC(=O)n1ncc2cc(C)ccc21
  94	104	2	97	3	96	102	111
Cc1ccccc1-c1nnc(SCC(=O)N(C)C2CCS(=O)(=O)C2)n1C (stereo not drawn)
  95	97	0	92	2	96	93	133
COc1ccc(-c2noc(N3CCCC(C(=O)Nc4ccc(F)cc4F)C3)n2)cc1 (stereo not drawn)
  90	96	1	97	-5	89	97	93
COc1ccc([C@H]2Cc3cccc(O)c3C(=O)O2)cc1O
  100	99	85*	117	0	100	98	94
CC1CCC(NC(=O)CNC(=O)c2cccs2)CC1 (stereo not drawn)
  109	101	10	80	10	103	89	103
Oc1ccccc1Oc1c(F)c(F)nc(N2CCCC2)c1F
  94	101	0	108	-4	95	93	102
Cc1ccc2c(C)c(C(=O)NCCc3ccco3)oc2c1C
  91	94	2	102	11	98	93	101
CCOc1ccc(CN(C)C(=O)CNC(=O)Cc2cccc3ccccc23)cc1
  102	99	2	105	-37	99	97	99
CC1CN(C(=O)N2CCCCC2)CCN1C(=O)N1CCCCC1 (stereo not drawn)
  104	104	0	111	-1	109	108	127
CCn1c(SCC(=O)Nc2ccc(C(C)=O)cc2)nnc1C1CC1
  93	98	1	87	8	101	93	94
